Bioassay records as filed in PubChem.
human PMI inhibitors = MPI inhibition at elevated mannose 6-phosphate – biochemical, fluorescence intensity, high mannose 6-phosphate, primary screen (AID 1220); recombinant PMI enzyme, coupled fluorescence intensity; higher % means a stronger effect; one-dose inhibition, % at 20 µM; IC50 in µM for titrated hits; 190,000 tested, 0.66% active
P. falciparum M1AAP = P. falciparum M1AAP inhibitors, biochemical, fluorogenic H-Leu-NHMec substrate, 1536-well (AID 1445); 220,000 tested, 0.42% active; inhibition, % at 30 µM; hits with a dose series show IC50 in µM; recombinant M1AAP, H-Leu-NHMec fluorogenic kinetic assay; higher % means a stronger effect;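 active means primary inhibition above the hit cutoff, then over 50% inhibition at one or more dose response concentrations, cut at about 23% in these data, passing the limit was not always enough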;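 further: plate controls were DMSO full reaction for no effect and no enzyme background for full effect; strong numbers were not always called active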
human PMI inhibition = inhibitors of human PMI, primary screen, biochemical, fluorescence intensity, coupled assay (AID 1209); inhibition, % at 20 µM; hits with a dose series show IC50 in µM; purified PMI enzyme, coupled fluorescence intensity; higher % means a stronger effect; 190,000 tested, 0.42% active;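 further: plate controls were DMSO vehicle for no effect and wells lacking substrate for full effect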
LYP phosphatase = inhibitors of LYP phosphatase, biochemical, fluorescence intensity, uHTS (AID 1779); recombinant LYP phosphatase, fluorescence intensity; higher % means a stronger effect; inhibition, % at 11.5 µM, or IC50 in µM where a hit was titrated; 290,000 tested, 0.054% active;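 further: plate controls were vehicle with enzyme for no effect and no enzyme for full effect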
XIAP displacement = XIAP antagonists, biochemical, IAP family, fluorescence polarization (AID 1018); XIAP BIR domain, fluorescence polarization peptide displacement; higher % means a stronger effect; one-dose displacement, % at 20 µM; IC50 in µM for titrated hits; 200,000 tested, 0.007% active; in the data active means displacement above about 50%; further: a part of the inactive calls stands beside numbers as strong as those of hits
M17LAP inhibition = P. falciparum M17LAP inhibitors, primary screen, biochemical, fluorogenic H-Leu-NHMec substrate, 1536-well (AID 1619); recombinant M17LAP, H-Leu-NHMec fluorogenic kinetic assay; higher % means a stronger effect; inhibition, % at 30 µM, or IC50 in µM where a hit was titrated; 220,000 tested, 0.38% active;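 active means compound inhibiting the enzyme by more than half at any dose during confirmatory dose-response retesting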;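 further: plate controls were full reaction with DMSO carrier for no effect and no enzyme background for full effect; strong numbers were not always called active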
ER stress rescue = rescue of cells from ER stress-induced death, primary screen, 384-well, CSM14.1, thapsigargin, ATP luminescence (AID 1222). cellular ATP content (survival), % at 20 µM; hits with a dose series show EC50 in µM. CSM14.1 thapsigargin-induced death rescue, ATP luminescence; higher % means a stronger effect. 190,000 tested, under 10 active;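 active means EC50 below 50 µM in the dose-response confirmation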;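 further: death triggered by thapsigargin at about 15 µM added after 2 h compound pretreatment; cell ATP read after overnight thapsigargin exposure of roughly 18 to 22 hours; normalized against plate controls of thapsigargin alone and 5% DMSO vehicle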
TNAP activators = human TNAP enzyme activators, primary screen, biochemical, luminescent, no phosphate acceptor, uHTS (AID 1001); purified TNAP, luminescent activation assay, no phosphate acceptor; higher activation fold means a stronger effect; activation fold at 20 µM, or EC50 in µM where a hit was titrated; 200,000 tested, 0.03% active; in the data active means activation fold from about 3, or a potency from the dose series; inactive means the rest, 99 in 100 with activation fold below about 1.6; further: many of its hits are not listed in these tables
Myeloid diff MLP = compounds promoting myeloid differentiation | AID 624256 | 360,000 tested, 1% active | ER-HoxA9 myeloid progenitors, lysozyme-GFP differentiation, flow cytometry | calls only at 10 µM;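 active means normalized GFP-positive differentiation at or above the plate's own cutoff, the solvent-only control mean plus 3 SD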;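 further: cells exposed to compound for four days before flow analysis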
Myeloid diff MLP GFP+ MAC1+ % = recorded beside Myeloid diff MLP, whose call it bears; GFP+ MAC1+ double positive, %; measured here: differentiation confirmed by MAC1 staining
Starred values were filed as active, the others as inactive; i = inactive; x = not tested or not shown. Unless noted, no stated cut-off is given here; in the data, active means inhibition above about 50%; inactive means the rest.

Structure | human PMI inhibitors | P. falciparum M1AAP | human PMI inhibition | LYP phosphatase | XIAP displacement | M17LAP inhibition | ER stress rescue | TNAP activators | Myeloid diff MLP | Myeloid diff MLP GFP+ MAC1+ %
CC(c1ccccc1)n1cc(C(=O)NCc2ccncc2)nn1 (stereo not drawn) | -2% | 2% | 0% | -8% | -4.2% | -16% | -3.1% | 1.1 | i | 0.2
CCOC(=O)C1CCN(C(=O)CSCCSCC(=O)N2CCC(C(=O)OCC)CC2)CC1 | 7% | 3% | 5% | -9% | -7.0% | 12% | -0.8% | 1.1 | i | 1.1
Cn1cccc1/C=C(/C#N)c1ccc(F)cc1 | 4% | 7% | 1% | 1% | 4.0% | 1% | 1.0% | 1.1 | i | 0.3
O=S(=O)(Oc1ccc(Cl)cc1)c1cccc2cccnc12 | x | 0% | x | -2% | x | 0% | x | x | i | 0.6
COC(=O)c1sccc1NC(=S)Nc1ccc(C)cc1 | x | 1% | x | 1% | x | -7% | x | x | i | 0.9
C=C(C)Cn1c(-c2cccs2)n[nH]c1=S | 12% | x | 15% | -8% | -2.0% | x | -0.1% | 0.9 | i | 0.1
O=C(Nn1c(-c2ccccc2)nc2ccccc2c1=O)c1cccs1 | 8% | 51µM* | 8% | -7% | -0.8% | 23% | -3.3% | 1 | i | 0.0
Cc1cc(C)c2c(N)c(C(=O)Nc3ncc(C)s3)sc2n1 | 1% | 11% | 2% | -1% | 1.5% | -39% | -6.1% | 1.1 | i | 1.3
O=C(N/N=C1/CCCc2ccccc21)C(c1ccccc1)c1ccccc1 | -3% | 7% | -3% | 4% | 1.0% | -3% | -1.1% | 1.1 | i | 8.3
N#CC(c1ccc(Cl)nn1)c1ccc(Cl)cc1Cl (stereo not drawn) | -5% | 6% | 2% | -1% | 0.1% | -4% | -4.6% | 1.1 | i | 0.7
O=[N+]([O-])c1ccc2[nH]c3nc4ccccc4nc3c2c1 | x | 2% | x | -3% | x | -2% | x | x | i | 3.1
CC(C)C1N(C(=O)CN2CCCC2)CCN1S(=O)(=O)c1ccccc1 (stereo not drawn) | 6% | 3% | -3% | 2% | -6.1% | 8% | 0.2% | 1.1 | i | 0.1
O=c1cc(O)c(-c2ccc(Cl)c(Cl)c2)c(Cl)[nH]1 | -18% | 3% | -32% | 1% | -1.7% | 5% | -1.0% | 1.2 | i | 0.5
COC(=O)Nc1nnc(CCc2ccccc2)s1 | 6% | 2% | 4% | -2% | -6.9% | 1% | 1.4% | 0.9 | i | 0.8
COc1ccccc1C(=O)Nc1ccc2oc(-c3ccc(F)cc3)nc2c1 | 1% | 19% | 4% | 2% | -7.1% | -5% | -1.4% | 1.1 | i | 1.0
CC(C)(C)CC(=O)NC(=S)N1CCCCCC1 | -4% | 3% | -1% | -2% | 1.8% | 7% | -0.9% | 1.1 | i | 3.2
CCCn1c(SCC(=O)Nc2ccccc2N2CCCCC2)nc2c1c(=O)n(C)c(=O)n2C | -3% | 1% | 4% | -6% | -6.1% | -9% | -2.7% | 1.1 | i | 13
CN(C)c1cccc(C(=O)Nc2ccc3nc4n(c(=O)c3c2)CCCCC4)c1 | 9% | 14% | 5% | 3% | -2.8% | -1% | 3.6% | 1 | i | 2.6
Cc1cccc2[nH]c(SCC(=O)O)nc12 | -5% | 6% | -6% | -6% | -2.1% | 4% | -0.1% | 1.1 | i | 0.2
COC(=O)c1cccc(C23CC4(C2)[C@H](CN(Cc2cccnc2)[C@@H]4c2ccccc2)C3c2ccccc2)c1 (stereo partly drawn) | x | 8% | x | 1% | x | 19% | x | x | i | 2.4

Continued:
Structure | human PMI inhibitors | P. falciparum M1AAP | human PMI inhibition | LYP phosphatase | XIAP displacement | M17LAP inhibition | ER stress rescue | TNAP activators | Myeloid diff MLP | Myeloid diff MLP GFP+ MAC1+ %
Cc1ccccc1-n1nnnc1SCC(=O)NCC1CCCO1 (stereo not drawn) | 2% | 7% | -7% | -7% | -9.2% | 3% | -3.2% | 1 | i | 0.3
Cc1cc(C)n2nc(C(=O)N/N=C/c3ccc(Cl)cc3)nc2n1 | -6% | -1% | -6% | 6% | -2.4% | 3% | -0.9% | 1 | i | 0.1
Cc1cccc(N=C2NN=C(c3c[nH]c4ccccc34)CS2)c1 | 2% | 9% | 4% | -6% | -7.3% | 21% | -1.1% | 1 | i | 0.2
O=C(Cc1cccs1)Nc1ccc(-c2nc3ccccc3[nH]2)cc1 | -5% | 11% | -3% | -7% | -20% | -4% | -3.3% | 1.1 | i | 0.3
CCn1cc(C(=O)N(CCC(C)C)c2c(N)n(Cc3ccccc3)c(=O)[nH]c2=O)c(=O)c2ccc(C)nc21 | 7% | 4% | 0% | 4% | -7.1% | -2% | 2.0% | 1.1 | i | 0.6
CCc1ccc(NC(=O)c2cc(CC(C)C)on2)cc1 | 20% | 9% | 12% | 0% | -4.9% | 10% | x | 1 | i | 1.2
C=C(C)[C@@H]1CC[C@]2(C(=O)O)CC[C@]3(C)[C@H](CC[C@@H]4[C@@]5(C)CC[C@H](O)C(C)(C)[C@@H]5CC[C@]43C)[C@@H]12 | x | 4% | x | -14% | x | 12% | x | x | i | 3.2
COC(=O)C1(C)CN(S(=O)(=O)c2ccc(C)cc2)c2cc(OC)ccc2C1=O (stereo not drawn) | 7% | 4% | 3% | -2% | -2.4% | -2% | 0.2% | 1 | i | 0.5
NC(=O)CSc1nnc(-c2ccoc2)o1 | 7% | 2% | -6% | -9% | -3.1% | -5% | 3.8% | 1.2 | i | 0.5
COC(=O)c1cccc(Oc2cccc(C(F)(F)F)c2)n1 | 1% | 1% | -13% | 1% | -5.1% | -7% | x | 1.1 | i | 0.6
O=S(=O)(NCC1CCCO1)c1ccc(Cl)c(C(F)(F)F)c1 (stereo not drawn) | -1% | 3% | 1% | -5% | -2.1% | -4% | 2.4% | 1.1 | i | 2.1
COc1ccc(N(C)S(=O)(=O)c2cccc(C(=O)NCC3CCCCC3)c2)cc1 | 5% | 4% | 7% | 1% | -6.8% | 9% | 0.8% | 1.2 | i | 0.7
OC(COCc1cccs1)CN1CCN(c2cccc(Cl)c2)CC1 (stereo not drawn) | -10% | 0% | -7% | 3% | -1.3% | -9% | 8.6% | 1.1 | i | 0.6
O=C(Nc1ccc2c(c1)OCO2)N1CCN(c2ccc(F)cc2)CC1 | 8% | 6% | -3% | -1% | -1.9% | 8% | -0.1% | 1.1 | i | 0.5
Nc1ccc(C(=O)N/N=C\C=C\c2cccc([N+](=O)[O-])c2)cc1 | 9% | 6% | 8% | 5% | -8.7% | 23% | -1.0% | 1.1 | i | 0.3
COc1ccc(S(=O)(=O)N2CCN(C(=O)NC3CCCCC3)CC2)cc1 | 15% | 1% | 15% | -9% | -4.2% | 0% | 2.3% | 1.1 | i | 0.5
CCOc1ccc(NC(=S)Nc2ccc(Br)cc2Cl)cc1 | 16% | 3% | 17% | -2% | -2.1% | -2% | 1.5% | 1 | i | 0.8
NNc1nc(N)c2c(n1)-c1ccccc1CC21CCCC1 | 5% | 3% | 7% | -1% | -9.6% | -2% | 11% | 1 | i | 0.9
O=C(NCCO)c1cc2c(s1)CCC2 | -2% | 4% | 1% | -5% | -5.4% | 1% | -1.9% | 1.1 | i | 1.4
CC(C)CNC(=O)CN(C1CCCCC1)S(C)(=O)=O | -3% | 0% | 1% | -10% | -3.3% | 5% | 1.0% | 1.1 | i | 1.6

Four compounds drawn at random from the list so far, as already listed:
Structure | human PMI inhibitors | P. falciparum M1AAP | human PMI inhibition | LYP phosphatase | XIAP displacement | M17LAP inhibition | ER stress rescue | TNAP activators | Myeloid diff MLP | Myeloid diff MLP GFP+ MAC1+ %
Cc1cccc(N=C2NN=C(c3c[nH]c4ccccc34)CS2)c1 | 2% | 9% | 4% | -6% | -7.3% | 21% | -1.1% | 1 | i | 0.2
NC(=O)CSc1nnc(-c2ccoc2)o1 | 7% | 2% | -6% | -9% | -3.1% | -5% | 3.8% | 1.2 | i | 0.5
CCn1cc(C(=O)N(CCC(C)C)c2c(N)n(Cc3ccccc3)c(=O)[nH]c2=O)c(=O)c2ccc(C)nc21 | 7% | 4% | 0% | 4% | -7.1% | -2% | 2.0% | 1.1 | i | 0.6
COc1ccc(S(=O)(=O)N2CCN(C(=O)NC3CCCCC3)CC2)cc1 | 15% | 1% | 15% | -9% | -4.2% | 0% | 2.3% | 1.1 | i | 0.5

(continued)
Structure | human PMI inhibitors | P. falciparum M1AAP | human PMI inhibition | LYP phosphatase | XIAP displacement | M17LAP inhibition | ER stress rescue | TNAP activators | Myeloid diff MLP | Myeloid diff MLP GFP+ MAC1+ %
Cc1ccc(C)c(OCc2nc3ccccc3[nH]2)c1 | 10% | 10% | 8% | -4% | -7.6% | 2% | x | 1.7 | i | 0.1
Cc1ccc(C2/C(=C(/O)c3cnn(-c4ccccc4)c3C)C(=O)C(=O)N2CCN2CCOCC2)o1 (stereo not drawn) | -86% | -5% | -40% | -6% | -1.6% | 17% | -1.8% | 1.1 | i | 0.5
COc1ccc(CNC(=O)CSc2nnc(Cn3nnc4ccccc43)n2C)cc1 | 4% | -7% | 3% | -10% | -3.8% | -7% | 3.3% | 1.1 | i | 2.3
C=CCSC1=C(C#N)C(c2ccccc2OCC)C(C#N)C(=O)N1 (stereo not drawn) | 7% | 7% | 7% | -6% | -1.0% | 15% | 0.7% | 1.2 | i | 0.1
Cc1ccc(NC(=O)C(=O)NCc2ccc(/C=C(/C#N)C(=O)NCc3cccnc3)o2)cc1 | 0% | 7% | 5% | -11% | -7.7% | 14% | 1.2% | 1.1 | i | 1.0
CCCCOP(=O)(c1ccc(N(C)C)cc1)C(Nc1ccccc1)c1ccccc1 (stereo not drawn) | 15% | -2% | 14% | 8% | -0.4% | -10% | -1.6% | 1 | i | 0.8
COc1ccc(C(=O)Nc2ccc(Cl)cc2C(=O)N2CCCC(C)C2)cc1OC (stereo not drawn) | 6% | -4% | 20% | -6% | -2.5% | -5% | -1.9% | 1 | i | 0.3
O=C(Nc1ccccc1O)c1csc2c1CCCC2 | 13% | -6% | 10% | -1% | -4.2% | -5% | 0.5% | 1.1 | i | 0.2
CCOC(=O)c1c(-c2cccc([N+](=O)[O-])c2)cn2ccccc12 | -4% | 3% | -5% | -3% | -1.2% | -2% | x | 1.1 | i | 0.1
O=C(c1cccs1)c1no[n+]([O-])c1C(=O)c1cccs1 | 0% | -2% | 5% | 56%* | -2.6% | 11% | -4.3% | 1 | i | 1.0
COc1cccc(-n2ccnc2SCC(=O)Nc2ccccc2F)c1 | -15% | -1% | 7% | -6% | -8.5% | -15% | -4.9% | 1.1 | i | 0.3
CCOC(=O)CSC1=N/C(=C\c2ccc(OC)c(OC)c2)C(=O)N1C | 0% | 4% | -1% | -2% | -4.0% | 0% | -0.3% | 1 | i | 0.4
COc1cc(Cl)c(C)cc1NC(=O)CCCn1c(=O)oc2ccccc21 | 13% | 7% | 23% | -1% | -8.7% | 3% | -2.5% | 1.1 | i | 0.4
COc1ccccc1N1CCN(CC(O)COCCOc2ccc(Br)cc2)CC1 (stereo not drawn) | -9% | 0% | -16% | 0% | -13% | 0% | 1.4% | 1 | i | 0.4
CCN(CC)C1CCN(C(=O)CCc2nnc(CCCCc3ccccc3)o2)C1 (stereo not drawn) | 5% | 3% | 12% | -7% | -10% | -3% | 1.4% | 1 | i | 0.0
